Compound activity from PubChem.
TDP1 cell CPT: qHTS for Inhibitors of human tyrosyl-DNA phosphodiesterase 1 (TDP1): qHTS in cells in presence of CPT | chicken DT40 Tdp1-/-;hTDP1 cells + 20 nM CPT, ATP luminescence, 48 h | Potency, µM (series often up to 46.2 µM), inactives show at the highest dose activity change, negative = growth inhibition, hits mostly inhibitors | 420,000 tested, 12% active | AID 686979, 2013; further: nearly all actives have a fitted effect of over 55% in size
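Cell growth measured by CellTiter-Glo luminescence after a minimum 48 h, 37 C compound exposure with 20 nM CPT in Tdp1-knockout DT40 cells stably expressing hTDP1, seeded 400/well; qHTS titration format.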
TDP1 block: qHTS Assay for Inhibitors of Tyrosyl-DNA Phosphodiesterase (TDP1). Tyrosyl-DNA phosphodiesterase 1 (Homo sapiens), Q9NUW8. recombinant TDP1, AlphaScreen DNA substrate cleavage. Potency, µM (series often up to 130 µM), for the others: at the top dose activity change, negative = inhibition, most hits filed as inhibitors. 350,000 tested, 0.28% active; further: nearly all actives have a fitted effect of over 40% in size
Target sequence (Q9NUW8 whole entry, looked up): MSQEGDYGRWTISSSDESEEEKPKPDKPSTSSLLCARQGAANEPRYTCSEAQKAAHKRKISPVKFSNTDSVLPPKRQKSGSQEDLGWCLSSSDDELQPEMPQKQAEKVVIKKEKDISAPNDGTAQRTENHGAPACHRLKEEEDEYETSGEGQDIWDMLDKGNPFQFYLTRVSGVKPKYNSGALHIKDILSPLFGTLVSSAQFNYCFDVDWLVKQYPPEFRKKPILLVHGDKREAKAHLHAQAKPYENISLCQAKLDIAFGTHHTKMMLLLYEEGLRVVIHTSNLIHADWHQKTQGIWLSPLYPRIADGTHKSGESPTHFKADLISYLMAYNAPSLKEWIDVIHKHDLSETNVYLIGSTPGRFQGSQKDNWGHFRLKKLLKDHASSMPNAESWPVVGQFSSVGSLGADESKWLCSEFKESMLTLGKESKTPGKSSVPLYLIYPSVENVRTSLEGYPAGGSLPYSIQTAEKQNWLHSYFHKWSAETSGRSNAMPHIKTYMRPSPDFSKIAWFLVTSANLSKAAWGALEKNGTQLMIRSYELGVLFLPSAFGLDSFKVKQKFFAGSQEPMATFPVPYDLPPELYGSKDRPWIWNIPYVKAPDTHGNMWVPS
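E. coli-derived human Tdp1, 1 nM final. Cpd preinc 15 min RT; substrate 15 nM final, 5 min RT; AS bead mix 10 ug/ml final, 10 min RT. Signal loss = tyrosine-FITC cleavage. No-enzyme wells = max signal.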
DT40 TDP1 no CPT: qHTS for Inhibitors of human tyrosyl-DNA phosphodiesterase 1 (TDP1): qHTS in cells in absence of CPT | 420,000 tested, 15% active | DT40 Tdp1-/- hTDP1 cells, no CPT, ATP luminescence, 48 h | Potency, µM (doses to about 46.2 µM), for the others: at the top dose activity change, negative = growth inhibition, most hits filed as inhibitors; further: nearly all actives have a fitted effect of over 55% in size
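Growth kinetics read by CellTiter-Glo luminescence after ≥48 hr at 37 °C. Cells: DT40 Tdp1-/- stably carrying human TDP1, 400 per well, compound exposure in the absence of CPT (DMSO vehicle).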
* = called active by the depositor; & = joins results of further samples; [ ] = another dose, or the depositor's remark. The call rests on the fitted dose curve; in most records, active means well fitted curve in the direction sought with a large enough effect; inconclusive means small, poorly fitted or top-dose-only effect, or another doubt; inactive means no such curve, though single readings can be large; an effect the other way counts as inactive or inconclusive. On the % scale 0 is the no-effect control and ±100 the full control effect; potency means the concentration at half of the fitted maximal effect.

For CCc1sc(C(=O)N(CCOC)c2c(N)n(Cc3ccccc3)c(=O)[nH]c2=O)cc1C the results were TDP1 cell CPT -3% and DT40 TDP1 no CPT 6%.
`Cc1ccc(Cl)cc1NC(=O)Cn1c(=O)n(CCC(=O)N2CCc3ccccc3C2)c(=O)c2ccccc21` gave TDP1 cell CPT inconclusive, TDP1 block -1% and DT40 TDP1 no CPT inconclusive.
For CC(C)Nc1nc(C#N)nc(NC(C)C)n1 the results were TDP1 cell CPT inconclusive, TDP1 block 3%&1% and DT40 TDP1 no CPT inconclusive.
Screening O=C(COc1ccccc1)NCC(c1ccco1)N1CCN(c2ccc(F)cc2)CC1 (stereo not given) returned TDP1 cell CPT inconclusive and DT40 TDP1 no CPT inconclusive.
`COC(=O)c1cc(Br)ccc1NC(=O)CSCc1c(C)noc1C` gave TDP1 cell CPT inconclusive, TDP1 block 0% and DT40 TDP1 no CPT inconclusive.
`Cc1cc(C)cc(NC(=S)N(CCN2CCCCC2)Cc2ccco2)c1` gave TDP1 cell CPT inconclusive, TDP1 block -3% and DT40 TDP1 no CPT inconclusive.
`N#CC12CCCCC1CC1CCCCC1(C#N)N2CCO` (stereo not given) gave TDP1 cell CPT -10%, TDP1 block -1% and DT40 TDP1 no CPT -15%.
Screening O=C(CC1C(=O)N(c2ccccc2)C(=O)N1C1CCCCC1)Nc1ccccc1 (stereo not given) returned TDP1 cell CPT -7%, TDP1 block 5% and DT40 TDP1 no CPT 2%.
Screening Cc1cc(Br)ccc1NC(=O)CNC(=O)CN(C)C1CCS(=O)(=O)C1 (stereo not given) returned TDP1 cell CPT 24%, TDP1 block 0% and DT40 TDP1 no CPT 5%.
For COc1ccc(S(=O)(=O)N2CCOCC2)cc1C(=O)N1CCCCCC1 the results were TDP1 cell CPT 1%, TDP1 block 1% and DT40 TDP1 no CPT -13%.
Screening O=S1(=O)c2ccccc2N(Cc2ccc(Cl)cc2F)c2ccccc21 returned TDP1 cell CPT inconclusive, TDP1 block -10% and DT40 TDP1 no CPT inconclusive.
`Clc1ccc(C(c2cccs2)N2CCNCC2)cc1` (stereo not given) gave TDP1 cell CPT 13µM* and DT40 TDP1 no CPT 18µM*.
Screening CN(C)c1ncc2nc(-c3ccc(F)cc3)c(=O)n(Cc3ccc(F)cc3)c2n1 returned TDP1 cell CPT 22% and DT40 TDP1 no CPT 15%.
Screening CC(C)(C)c1ccc(C(=O)NCCC(=O)Nc2ccc(S(=O)(=O)Nc3nccs3)cc2)cc1 returned TDP1 cell CPT -20%, TDP1 block -7% and DT40 TDP1 no CPT -3%.
N#Cc1cc2c(nc1SCC(=O)N1CCOCC1)CCCCC2 was read as TDP1 cell CPT -8%, TDP1 block 5% and DT40 TDP1 no CPT -4%.
For COc1ccccc1NC(=O)Cn1cnc2c(cnn2-c2ccccc2)c1=O the results were TDP1 cell CPT -14%, TDP1 block 5% and DT40 TDP1 no CPT -28%.
`O=C(CCC1CCCCC1)NCCN1C2=NC[C@H](Cc3ccc(O)cc3)N2C[C@H]1Cc1ccc(O)cc1` gave TDP1 cell CPT inconclusive, TDP1 block 6% and DT40 TDP1 no CPT inconclusive.
CCOC(=O)c1ccc(NC(=O)C2CC(=O)N(c3ccc4c(c3)OCCO4)C2)cc1 (stereo not given) was read as TDP1 cell CPT -27%, TDP1 block -2% and DT40 TDP1 no CPT -1%.
For CC[n+]1cccc(-c2nc3ccccc3s2)c1 the results were TDP1 cell CPT inconclusive, TDP1 block 7% and DT40 TDP1 no CPT 10%.
S=c1nc(C2CCCCC2)n(-c2ccccc2)[nH]1 was read as TDP1 cell CPT inconclusive, TDP1 block 3% and DT40 TDP1 no CPT 23µM*.
`COc1ccc(NC(=O)CSc2ccccc2)cn1` gave TDP1 cell CPT 7%, TDP1 block -8% and DT40 TDP1 no CPT inconclusive.
Screening O=C(NCCCN1CCOCC1)c1ccccc1N1C(=O)[C@@H]2Cc3c([nH]c4ccccc34)C(c3ccc(F)cc3)N2C1=O (stereo not given in full) returned TDP1 cell CPT 9.2µM* and DT40 TDP1 no CPT 15µM*.
CC(OC1=CC(=O)CCC1)C(=O)c1ccccc1 (stereo not given) was read as TDP1 cell CPT -2%, TDP1 block 0% and DT40 TDP1 no CPT 10%.
COC(=O)C1=C(C)Nc2nnnn2C1c1ccccc1Cl (stereo not given) was read as TDP1 cell CPT 0%, TDP1 block -5%[56.1 µM] and DT40 TDP1 no CPT -21%.
`CC(C)c1nn2c(=O)cc(COC(=O)c3cccs3)nc2s1` gave TDP1 cell CPT 2%, TDP1 block 5% and DT40 TDP1 no CPT 4%.
CCCCn1c(N)c(N(CCOC)C(=O)c2cc(-c3ccc(OC)cc3)nc3ccccc23)c(=O)[nH]c1=O was read as TDP1 cell CPT 16% and DT40 TDP1 no CPT 0%.
Screening CC(/C=C/c1ccccc1)=N/NC(=O)c1cnccn1 returned TDP1 cell CPT 8%, TDP1 block -5% and DT40 TDP1 no CPT -16%.
For CCOC(=O)C1=C(O)C(=O)N(c2ccc(S(N)(=O)=O)cc2)C1c1ccc(Cl)cc1 (stereo not given) the results were TDP1 cell CPT 1%, TDP1 block 4% and DT40 TDP1 no CPT 2%.
Screening O=C(/C=C/c1ccco1)NCC(=O)N/N=C/c1ccccc1[N+](=O)[O-] returned TDP1 cell CPT inconclusive, TDP1 block 5% and DT40 TDP1 no CPT inconclusive.
`CN(C)c1oc(-c2ccc(OCc3ccccc3)cc2)nc1C#N` gave TDP1 cell CPT -11%, TDP1 block 5% and DT40 TDP1 no CPT -14%.

A run of entries taken from the entries so far, for reference:
For CCc1sc(C(=O)N(CCOC)c2c(N)n(Cc3ccccc3)c(=O)[nH]c2=O)cc1C the results were TDP1 cell CPT -3% and DT40 TDP1 no CPT 6%.
`Cc1ccc(Cl)cc1NC(=O)Cn1c(=O)n(CCC(=O)N2CCc3ccccc3C2)c(=O)c2ccccc21` gave TDP1 cell CPT inconclusive, TDP1 block -1% and DT40 TDP1 no CPT inconclusive.
For CC(C)Nc1nc(C#N)nc(NC(C)C)n1 the results were TDP1 cell CPT inconclusive, TDP1 block 3%&1% and DT40 TDP1 no CPT inconclusive.
Screening O=C(COc1ccccc1)NCC(c1ccco1)N1CCN(c2ccc(F)cc2)CC1 (stereo not given) returned TDP1 cell CPT inconclusive and DT40 TDP1 no CPT inconclusive.
`COC(=O)c1cc(Br)ccc1NC(=O)CSCc1c(C)noc1C` gave TDP1 cell CPT inconclusive, TDP1 block 0% and DT40 TDP1 no CPT inconclusive.
`Cc1cc(C)cc(NC(=S)N(CCN2CCCCC2)Cc2ccco2)c1` gave TDP1 cell CPT inconclusive, TDP1 block -3% and DT40 TDP1 no CPT inconclusive.
`N#CC12CCCCC1CC1CCCCC1(C#N)N2CCO` (stereo not given) gave TDP1 cell CPT -10%, TDP1 block -1% and DT40 TDP1 no CPT -15%.

(cont.)
O=C(NC1CCCCC1)N(CCN1CCOCC1)Cc1cc2cc3c(cc2[nH]c1=O)OCCO3 was read as TDP1 cell CPT 13µM*, TDP1 block 4% and DT40 TDP1 no CPT inconclusive.
For Cc1ccc(CN2CCN(/N=C/c3cccn3C)CC2)c(C)c1 the results were TDP1 cell CPT 23µM*, TDP1 block 10% and DT40 TDP1 no CPT 23µM*.
`CC(C)C(NC(=O)c1ccccc1F)C(=O)OCC(=O)c1ccc(F)cc1` (stereo not given) gave TDP1 cell CPT 12%, TDP1 block 0% and DT40 TDP1 no CPT -6%.
Screening Cc1ccc(S(=O)(=O)NC2(C(F)(F)F)NC(=O)N(CCc3ccccc3)C2=O)cc1 (stereo not given) returned TDP1 cell CPT -10%&-8%, TDP1 block 3%&4% and DT40 TDP1 no CPT -1%&-12%.
Screening CCN(Cc1ccccc1)C(=O)Cn1c(=O)n(-c2ccc(Cl)cc2)c(=O)c2c(C)c(C)sc21 returned TDP1 cell CPT 3.7µM*, TDP1 block 6% and DT40 TDP1 no CPT 18µM*.
CCCCn1c(N)c(N(CC(C)C)C(=O)c2oc3c(Cl)cccc3c2C)c(=O)[nH]c1=O was read as TDP1 cell CPT -10% and DT40 TDP1 no CPT inconclusive.
For CCCn1c(N)c(C(c2ccc(C(=O)OC)cc2)N2CCN(c3ccccc3)CC2)c(=O)[nH]c1=O (stereo not given) the results were TDP1 cell CPT -23%, TDP1 block 7% and DT40 TDP1 no CPT inconclusive.
O=C(Nc1ccc(NC(=O)c2cccs2)c(Cl)c1)c1cccs1 was read as TDP1 cell CPT inconclusive, TDP1 block 5% and DT40 TDP1 no CPT inconclusive.
For COC(=O)c1ccc(/C=N\n2c(C)nnc2C)cc1 the results were TDP1 cell CPT 2%, TDP1 block 5% and DT40 TDP1 no CPT 0%.
Screening CC1CC2=C(C(=O)O1)C(c1ccccc1)Nc1ccccc1N2 (stereo not given) returned TDP1 cell CPT 11%, TDP1 block 0% and DT40 TDP1 no CPT -11%.
Screening Cc1ccc(NC2CCCN(C(=O)c3ccccc3-c3ncc[nH]3)C2)cc1C (stereo not given) returned TDP1 cell CPT -7%, TDP1 block 7% and DT40 TDP1 no CPT -3%.
`Clc1ccc(Oc2nc(N3CCOCC3)nc(N3CCOCC3)n2)c(C2CCCCC2)c1` gave TDP1 cell CPT inconclusive and DT40 TDP1 no CPT inconclusive.
Screening CN(C)c1ccc(/C=C(\NC(=O)c2ccccc2)C(=O)NCCCn2ccnc2)cc1 returned TDP1 cell CPT 23%, TDP1 block 4% and DT40 TDP1 no CPT 10%.
`CCCCn1c(N)c(N(CC(C)C)C(=O)Cc2ccc(S(=O)(=O)N3CCOCC3)s2)c(=O)[nH]c1=O` gave TDP1 cell CPT -5% and DT40 TDP1 no CPT 1%.
Screening Cc1ccc(CNC(=O)c2cc3c(=O)n(C)c4ccccc4c3n2C)cc1 returned TDP1 cell CPT inconclusive, TDP1 block 3% and DT40 TDP1 no CPT inconclusive.
Screening COc1ccccc1/C=N/NC(=O)CO returned TDP1 cell CPT -12%, TDP1 block 0% and DT40 TDP1 no CPT -8%.
For CCn1c2ccc(Cl)cc2c2nc3ccccc3nc21 the results were TDP1 cell CPT -25% and DT40 TDP1 no CPT inconclusive.
COc1ccc(-c2nc3ccccc3nc2-c2ccccc2)cc1 was read as TDP1 cell CPT inconclusive and DT40 TDP1 no CPT inconclusive.
c1ccc(Nc2nc(-c3ccncc3)nc3ccccc23)cc1 was read as TDP1 cell CPT -2%, TDP1 block -1% and DT40 TDP1 no CPT -19%.
Screening c1ccc(-c2nnnn2-c2ccccn2)cc1 returned TDP1 cell CPT 10% and DT40 TDP1 no CPT 3%.
For COc1ccc2c(CCNC(=O)/C=C/c3ccc(OC)c(OC)c3)c[nH]c2c1 the results were TDP1 cell CPT inconclusive and DT40 TDP1 no CPT 18µM*.
`CCCn1nnc(NC(=O)c2ccc(-c3cccc(Cl)c3)o2)n1` gave TDP1 cell CPT -7%, TDP1 block 3% and DT40 TDP1 no CPT -27%.
`Cc1cc(NC(=O)Cc2ccccc2)ccc1NC(=O)c1cccs1` gave TDP1 cell CPT inconclusive, TDP1 block -3% and DT40 TDP1 no CPT -24%.
`O=C(NCC1CCCO1)c1ccc(S(=O)(=O)N2CCC(c3nc4ccc(Cl)cc4[nH]3)CC2)cc1` (stereo not given) gave TDP1 cell CPT 26µM*, TDP1 block 2% and DT40 TDP1 no CPT 23µM*.
For COc1ccc(Cc2nnc(SCC(=O)Nc3ccc(C)c(C)c3)o2)cc1OC the results were TDP1 cell CPT -1% and DT40 TDP1 no CPT -27%.
Cc1ccc(C2=C(O)C(=O)C(c3ccc(C)cc3)=C(O)C2=O)cc1 was read as TDP1 cell CPT inconclusive and DT40 TDP1 no CPT 12µM*.
For C[C@H]1CCCCO[C@H](CN(C)Cc2ccccc2)[C@@H](C)CN([C@@H](C)CO)C(=O)c2cc(NC(=O)CCC(F)(F)F)ccc2O1 the results were TDP1 cell CPT inconclusive and DT40 TDP1 no CPT inconclusive.
`CCC1CCCCN1CCCNC(=O)CN1C(=O)COc2ccc(S(=O)(=O)N3CCC(C)CC3)cc21` (stereo not given) gave TDP1 cell CPT -12%, TDP1 block 0% and DT40 TDP1 no CPT 18%.
COc1ccc(C(=O)C[n+]2ccc(N(C)C)cc2)cc1 was read as TDP1 cell CPT inconclusive, TDP1 block 8% and DT40 TDP1 no CPT 16µM*.
Screening COc1ccc(NC(=S)NCc2ccc3c(c2)cc(C)n3C)cc1 returned TDP1 cell CPT 18µM*, TDP1 block 0% and DT40 TDP1 no CPT inconclusive.
`Cc1ccc(C(=O)OCC2OC3OC(C)(C)OC3C2O)cc1` (stereo not given) gave TDP1 cell CPT 8%, TDP1 block 0% and DT40 TDP1 no CPT -16%.
